High-throughput results from PubChem BioAssay.
PV pol inh = poliovirus RNA polymerase inhibition; poliovirus polymerase elongation, fluorescence polarization; hits give low values; % elongation, % (compound at 16.7 µg/mL); P03300; hit rate 0.66% among 150,000; in the data active = % elongation below about 90%; also: some results filed as inactive read as strong as hits
Target sequence (P03300 1749-2209 limits assumed): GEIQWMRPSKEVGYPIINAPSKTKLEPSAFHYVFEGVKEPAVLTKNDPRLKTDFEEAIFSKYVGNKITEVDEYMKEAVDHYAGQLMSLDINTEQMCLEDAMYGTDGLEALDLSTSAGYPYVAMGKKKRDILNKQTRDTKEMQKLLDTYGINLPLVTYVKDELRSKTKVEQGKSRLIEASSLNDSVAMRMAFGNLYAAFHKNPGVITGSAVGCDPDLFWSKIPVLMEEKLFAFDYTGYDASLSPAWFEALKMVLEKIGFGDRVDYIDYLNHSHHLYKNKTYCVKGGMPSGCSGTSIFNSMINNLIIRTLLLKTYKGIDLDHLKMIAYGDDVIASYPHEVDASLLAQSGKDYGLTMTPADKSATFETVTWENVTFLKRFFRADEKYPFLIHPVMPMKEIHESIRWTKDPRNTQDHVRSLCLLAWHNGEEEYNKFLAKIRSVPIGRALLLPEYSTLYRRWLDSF
PV pol inh FP z-score = also measured in PV pol inh; calls as there; z-score; measured here: FP z-score; hits read low
Starred values were filed as active, the others as inactive.

smiles,PV pol inh,PV pol inh FP z-score
O=C(Nc1cccc(Cl)c1)c1cc(-c2ccc3c(c2)OCCO3)on1,102,-0.4
COc1cc(Cn2cnc3c(cnn3CCO)c2=O)cc(OC)c1,97,-0.1
CCOc1ccc(C2C(C(=O)Nc3ccccc3)=C(C)Nc3nc(SCc4cc(C)ccc4C)nn32)cc1 (stereo unspecified),109,0.6
CCCC(CCC)c1nc2ccncc2[nH]1,95,-0.9
O=C(CC(C(=O)O)C1CCCO1)Nc1ccc(F)cc1 (stereo unspecified),102,0.2
CCSc1ncc(Cl)c(C(=O)N(Cc2ccccc2Cl)C2CCS(=O)(=O)C2)n1 (stereo unspecified),116,0.1
Cn1nc(C(N)=O)c2ccccc2c1=O,99,-0.4
O=C(NCc1ccc(F)cc1)c1cc2cccc3c2n1CCS3,109,1.1
COc1cccc(CNC(=O)CSc2n[nH]c(-c3ccccc3Cl)n2)c1OC,97,-2.5
Cc1ccccc1/C=N/N1C(=O)c2ccc3c4c(ccc(c24)C1=O)CC3,118,1.8
CN1CCc2c(c(N3CCCCC3)nc3n[nH]c(N)c23)C1,107,0.5
O=C(/C=C/c1ccco1)N1CCN(C(c2ccccc2)c2ccccc2)CC1,102,0.1
CCCN1C(=O)CC(=O)N=C1SCC(=O)c1cc(C)n(-c2ccc(F)cc2)c1C,103,0
O=C(NN1C(=O)C2C3C=CC(C3)C2C1=O)C1CC=CCC1 (stereo unspecified),100,-0.2
O=C(NCc1cccs1)c1cc2sccc2n1Cc1ccccc1,103,0.6
COc1ccc2oc(=O)c(C(=O)O)cc2c1,96,-0.8
CC(C)CNC(=O)c1c(-c2ccccc2)c(-c2ccccc2)nn(C)c1=O,106,0
COc1ccc(C2=C(C)C(N3CCc4ccccc43)=NS2(=O)=O)cc1,102,0.5
COc1ccccc1CNC(=O)CSc1ncc2c(n1)-c1ccc(Cl)cc1N(Cc1ccccc1)S2(=O)=O,110,0.3
CC(C)(C)n1cn[nH]c1=S,97,-1
OCCNCC(O)CN1c2ccccc2Sc2ccccc21 (stereo unspecified),103,0.2
Cc1onc(-c2c(Cl)cccc2Cl)c1NC(=O)O/N=C/c1ccccc1,100,-0.3
COc1ccc(-c2cc(C(=O)OCC(=O)c3ccccc3)c3cccc(Cl)c3n2)cc1,101,0.1
CCN(CC)C(C(=O)Nc1ccc2c(c1)OCO2)c1ccccc1 (stereo unspecified),100,0
COc1cccc(N(C)C(=O)c2nn(Cc3ccccc3)c(=O)c3ccccc23)n1,107,0.5

Some of the entries so far, with values under each structure:
Second line of a record – PV pol inh, PV pol inh FP z-score
> CCSc1ncc(Cl)c(C(=O)N(Cc2ccccc2Cl)C2CCS(=O)(=O)C2)n1 (stereo unspecified)
  116, 0.1
> Cn1nc(C(N)=O)c2ccccc2c1=O
  99, -0.4
> O=C(NCc1ccc(F)cc1)c1cc2cccc3c2n1CCS3
  109, 1.1
> COc1cccc(CNC(=O)CSc2n[nH]c(-c3ccccc3Cl)n2)c1OC
  97, -2.5
> Cc1ccccc1/C=N/N1C(=O)c2ccc3c4c(ccc(c24)C1=O)CC3
  118, 1.8
> CN1CCc2c(c(N3CCCCC3)nc3n[nH]c(N)c23)C1
  107, 0.5
> O=C(/C=C/c1ccco1)N1CCN(C(c2ccccc2)c2ccccc2)CC1
  102, 0.1

Next entries
smiles,PV pol inh,PV pol inh FP z-score
S=C1NC2(CCCC2)N=C1c1ccccc1,103,0.4
CC1CCc2cc(F)ccc2N1C(=O)Cn1cc(C#N)c2ccccc21 (stereo unspecified),98,-0.6
COC(=O)N/N=C1/C(=O)c2cccc3cccc1c23,99,-0.7
COc1ccc(C2CCCCCN2C(=O)CCN2C(=O)COc3ccccc32)cc1 (stereo unspecified),98,-0.4
CC(CNC(=O)c1sc2ncccc2c1-n1cccc1)c1ccccc1 (stereo unspecified),107,0.1
Cc1ccc2oc(=O)cc(CN3CC(C)OC(C)C3)c2c1 (stereo unspecified),101,0
O=C(NC1CCCCCC1)C1CCCN(C(=O)N2CCOc3ccccc32)C1 (stereo unspecified),103,0.7
COc1cc(/C=C2\SC(=O)NC2=S)ccc1O,86,-3.5
CCN1CCN(C(=O)C23CC4CC(C)(CC(C)(C4)C2)C3)CC1,102,0.1
CCOC(=O)N1CCC(NS(=O)(=O)c2ccc(C)c(Cl)c2)CC1,105,0.1
COc1ccc2ccccc2c1/C=N/NC(=O)C1CC1,102,-0.1
CCSc1nnc(-c2cccc(S(=O)(=O)N(CC)CC)c2)o1,106,0.8
COc1ccc(N2CC(C(=O)Nc3nc4ccc(S(C)(=O)=O)cc4s3)CC2=O)cc1 (stereo unspecified),102,0.3
COC(=O)C1=C(N)C(C(=O)OC)=c2s/c(=C/c3ccccc3)c(=O)n2C1c1ccccc1 (stereo unspecified),105,0.2
CCCc1cc2c(=O)c(-c3ccc4c(c3)OCCO4)c(C(F)(F)F)oc2c(C=[N+](C)C)c1O,103,-0.1
CC(=O)N1c2ccc(S(=O)(=O)N3CCCC(C(=O)NC4CCCC4)C3)cc2CC1C (stereo unspecified),101,-0.3
COc1cccc(-n2c(SCC(=O)Nc3cc(C)ccc3C)nc3c(oc4ccccc43)c2=O)c1,107,0.8
Oc1ccccc1-c1nnc(-c2ccccc2)o1,102,0.1
COc1ccc(-c2nc(-c3ccc(C(F)(F)F)cc3)no2)cc1OC,103,0.3
C/C(=N\NC(N)=O)c1cccc(Cl)c1,103,0.2
CCN1C(=O)c2cccc3c(NC(=O)c4ccncc4)ccc1c23,101,-0.1
COc1cccc(C2(O)CCN(CC(=O)N3CCCC3)CC2)c1,102,0.1
O=C(OCCN1CCCC1=O)c1ccc(F)cc1F,103,-0.1
COCc1cc(C)nc2sc3c(=O)n(-c4cc(C)ccc4C)nnc3c12,107,-0.3
CN=Cc1c(O)[nH]c(=O)[nH]c1=O,102,-0.1

Carrying on:
smiles,PV pol inh,PV pol inh FP z-score
CCc1ccccc1N(CC)C(=O)c1cc2c(s1)-c1c(C)cccc1OC2,99,-1.7
Cc1ccc(SC(=O)c2sc(-c3ccccc3)nc2C)cc1,105,0.3
Cc1cc(SCC(=O)N2CCN(C)CC2)nc(SCC(=O)N2CCN(C)CC2)n1,100,-0.6
O=c1[nH]nc(SCc2ccc(Cl)cc2Cl)c(=O)[nH]1,98,-0.4
CCOC(=O)C1=C(C)Nc2ncnn2C1c1cccnc1 (stereo unspecified),100,-1
CSc1nc(NC(=O)NS(=O)(=O)c2ccccc2Cl)nc(C2CC2)n1,102,0.1
O=C(OCCOc1ccc(Br)cc1)c1cccs1,104,0.1
CSc1ccc(CNc2ccccn2)cc1,101,-0.4
COc1nc(NC(=O)c2ccc(F)cc2)nc(OC)c1-c1ccccc1,98,-0.1
Cn1cc(C(=O)NCc2ccccc2)c(=O)c2cc(S(=O)(=O)N3CCCCCC3)ccc21,100,-1
CN(C(=S)SCC1=CCS(=O)(=O)C1)C1CCS(=O)(=O)C1 (stereo unspecified),104,0.7
Cc1ccc(C)c(NC(=O)C(Sc2cccc[n+]2[O-])c2ccccc2)c1 (stereo unspecified),105,1
O=C(NCc1ccc(F)cc1)c1ccc2c(c1)N(Cc1ccc(F)cc1Cl)C(=O)CS2,107,0.8
CCOC(=O)C1CCCN(CC(=O)Nc2nccs2)C1 (stereo unspecified),105,1
CCOC(=O)C1=C(C)NC2(O)CC1C1COC2O1 (stereo unspecified),104,0.3
CN(CCC#N)C(=S)Nc1ccc(S(=O)(=O)N2CCOCC2)cc1,101,0
CSc1ccc(CNC(=O)C2CCCN(S(=O)(=O)N(C)c3ccc(F)cc3)C2)cc1 (stereo unspecified),111,0.3
CCN(CC)CCCN1C(=O)CSC1c1ccc2c(c1)OCO2 (stereo unspecified),101,-0.1
O=C1c2ccccc2-c2n[nH]c(=S)nc21,76*,-8.3*
CC1CCC(NC(=O)c2ccc(N3C(=O)CCC3=O)cc2)CC1 (stereo unspecified),102,0
N#Cc1cccnc1N1CCN(C(=O)Nc2cccc3ccccc23)CC1,105,0.4
CN1CCC/C1=C1\C(=O)N(c2ccccc2)N=C1NC(=O)Nc1cccc(Cl)c1,102,-0.1
COc1ccccc1NS(=O)(=O)c1ccc2oc(SC)nc2c1,105,0.1
CCc1cc(-c2n[nH]c(CCC(=O)O)c2-c2nc3ccccc3n2C)c(O)cc1O,103,0
Cc1oc2c(c1C(N)=O)CCCC2,98,-0.4

Arranged by length of the SMILES (lowest first): part of the list above
smiles,PV pol inh,PV pol inh FP z-score
O=C(NCc1ccc(F)cc1)c1cc2cccc3c2n1CCS3,109,1.1
CCN1C(=O)c2cccc3c(NC(=O)c4ccncc4)ccc1c23,101,-0.1
COc1cccc(-n2c(SCC(=O)Nc3cc(C)ccc3C)nc3c(oc4ccccc43)c2=O)c1,107,0.8

Next entries:
smiles,PV pol inh,PV pol inh FP z-score
Cn1c(=O)c2c(nc(NC3CCCC3)n2C)n(C)c1=O,101,0
S=c1[nH]nc(-c2cccs2)n1CC1CCCO1 (stereo unspecified),106,0.4
O=C1NC(=O)C(=Cc2ccc(-c3cc(C(=O)O)ccc3Cl)o2)C(=O)N1,99,-0.6
CC1CCCCC1NC(=O)Cn1nc(-c2ccc(Cl)cc2)ccc1=O (stereo unspecified),103,0.4
O=C(COC(=O)c1c(F)cccc1Cl)NCC1CCCCC1,102,0.2
N#Cc1c(/N=C/c2ccco2)oc(-c2ccccc2)c1-c1ccccc1,99,-0.8
Cc1ccc(CSc2ncnc3c2oc2ccccc23)cc1,100,-0.5
C=CCn1cnnc1SCc1nnc(-c2ccco2)o1,104,-0.9
CCOC(=O)Cn1c(=O)n(C2CCCCC2)c2nc(-c3ccccc3Cl)nc(C(N)=O)c21,108,0.4
CCOC(=O)CCc1c(C)nc2ccc(C)cn2c1=O,105,1.4
Cc1ccc2c(CN3CCN(C(=O)C4Cc5ccccc5CN4S(C)(=O)=O)CC3)cc(=O)oc2c1 (stereo unspecified),103,0.7
COc1cc2c(=O)n(CCC(=O)NCC3CCCO3)c(=O)n(CC(=O)Nc3ccc(F)cc3)c2cc1OC (stereo unspecified),104,-0.4
CC(Oc1ccccc1)C(=O)NC1CCCCC1 (stereo unspecified),99,-0.2
CCOC(=O)c1oc2ccccc2c1CSc1nc2ccccc2n1CCC#N,101,-0.4
CCOC(=O)c1c(-c2ccco2)csc1NC(=O)COC(=O)CCc1nc2ccccc2c(=O)[nH]1,109,0.9
CC(C)(C)c1ccc2cc(C#N)c(C#N)cc2c1,107,0.6
CC1=C(C(=O)Nc2ccc(C(=O)O)cc2)SCCO1,99,-0.4
Cc1nc2ccccc2[nH]1,99,-0.6
O=C1CS(=O)(=O)N(Cc2ccccc2)c2ccsc21,103,0.4
Cc1cccn2c(=O)c3cc(C(=O)NCc4ccccc4Cl)sc3nc12,105,-0.1
CCSc1nc2ccc(N)cc2s1,101,-0.1
CN(C)c1cccc(C(=O)NO)c1,89,-4
Cc1nn(C)c(=O)c2ccccc12,103,0.3
COCCN1C(=O)c2ccccc2C(C(=O)NCCN2CCOCC2)C1c1cn(C)c2ccccc12 (stereo unspecified),98,-0.9
S=c1[nH]nc(CN2CCCC2)o1,100,-0.2

Quoted at random: three records from the list.
smiles,PV pol inh,PV pol inh FP z-score
CC(C)(C)c1ccc2cc(C#N)c(C#N)cc2c1,107,0.6
COc1ccc(-c2nc(-c3ccc(C(F)(F)F)cc3)no2)cc1OC,103,0.3
CCOC(=O)N1CCC(NS(=O)(=O)c2ccc(C)c(Cl)c2)CC1,105,0.1

The results go on:
smiles,PV pol inh,PV pol inh FP z-score
O=C(CSc1ccccc1F)NCC(c1cccs1)N1CCOCC1 (stereo unspecified),105,0.3
CCN(CC)C(=O)Oc1ccc(Cl)c2cccnc12,99,-0.3
CCN1CCN(C(c2ccc(OC)cc2)c2c(O)cc(C)n(CCOC)c2=O)CC1 (stereo unspecified),101,-1.5
CCn1c(C)c(C)c2cc(C(=O)NCc3ccc(OC(C)C)cc3)ccc21,108,0.3
O=C(COC(=O)CN1C(=O)C2CC=CCC2C1=O)Nc1ccc2c(c1)OCO2 (stereo unspecified),103,0.1
CCOc1ccccc1NC(=O)COC,100,-0.1
CCCCc1ccc(N/C=c2/c(C)c(C#N)c3nc4ccccc4n3c2=O)cc1,87,-2.1
O=C1C2CC(CN3CCCC[C@@H]23)[C@H]2CCCCN12 (stereo partly specified),99,-0.1
Cn1cccc1/C=C1\C(=O)NC(=S)N(c2ccccc2)C1=O,98,-0.5
NC(=O)CCSCc1ccc(Cl)c(Cl)c1,100,-1
CCN(CC)CCN(C(=O)c1ccco1)c1nc2c(C)c(C)ccc2s1,92,-2.9
CNC(=O)CNC(=O)Nc1ccccc1OC,106,0.7
O=C(Cn1ncn2c(cc3sccc32)c1=O)NC1CCCc2ccccc21 (stereo unspecified),99,-1.2
Cc1cccc(NC(=O)CSc2cn(CC(=O)N3CCCCCC3)c3ccccc23)c1,108,-0.7
Cc1ccc(-c2csc(=Nc3ccccc3)n2Cc2ccc3c(c2)OCO3)cc1,104,-0.1
CC1Cc2ccccc2N1C(=O)Cn1c(=O)cc(O)c2ccccc21 (stereo unspecified),104,0.2
Cc1c(O)ccc2c(CN(C)CC3COc4ccccc4O3)cc(=O)oc12 (stereo unspecified),102,0
N#CCCn1[nH]c(=O)ccc1=O,103,0.1
Cc1cc(C)cc(NC(=O)NCCn2nnc3cc(S(=O)(=O)N(C)C)ccc32)c1,105,-0.3
CN1/C(=C\C(=O)c2cccc(Cl)c2)C(C)(C)c2ccccc21,102,0.1
CC(=O)N1CCc2cc(Br)cc(S(=O)(=O)NN3CCN(c4ccc(F)cc4)CC3)c21,101,0.3
Cc1ccc(OCC(=O)N2CCN(Cc3ccc(F)cc3)CC2)cc1,100,-1.3
COc1ccccc1NC(=O)CSC1=Nc2ccccc2C2=NC(CC(=O)NCc3ccco3)C(=O)N12 (stereo unspecified),100,-1.6
Cc1cc(C(=O)NCc2ccc(F)cc2)n(-c2ccccc2)n1,101,-0.1
Clc1cccc(-n2ncc3c(NCCc4ccccc4)ncnc32)c1,112,1

A portion of the library; count on the stated rates, not on these rows.
